Assay outcomes (PubChem)
TSHR antagonist: antagonists of human thyroid stimulating hormone receptor; P16473; activity change, negative = inhibition, % at 11.5 µM; TSHR-expressing cells, TSH-stimulated cAMP HTRF, 2 h; hits give low values; 0.2% of 330,000 active; AID 504810;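 active means activity change below a set negative limit, meaning inhibition stronger than a set level, cut at about -70% in these data; inconclusive means activity change between two set negative limits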; further: on the % scale 0 is the no-effect control and ±100 the full control effect
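TSHR-expressing cells, 200/well, pre-treated with compound, then stimulated with EC80 TSH (4nM final) for 2 hours at 37 deg C. cAMP measured by competitive HTRF: anti-cAMP cryptate antibody in lysis buffer plus cAMP-d2, read after 30 minutes at room temperature.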
TCR activator: activates T cell receptor signaling. primary human leukocytes, anti-CD3, IL-2 HTRF, 48 h. Potency, µM (titrated, usually from 9.22 µM), for inactives: at the highest dose activation of IL-2 secretion, most hits filed as activators. 330,000 tested, under 10 active. AID 504894; further: % of control where 0% means no effect
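Activity was scored as IL-2 release from primary human leukocytes given only a TCR signal (a-CD3 beads) plus compound for 48 hr. Detection used a two-antibody HTRF format read at 665nm.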
Mito fusion act: inhibitors of mitochondrial division or activators of mitochondrial fusion. AID 485298. S. cerevisiae fusion-defective mutant growth rescue, CellTiterGlo 48 h. Potency, µM (top dose mostly 46.1 µM), without a hit: top-dose growth rescue (activation), usual class: activators. 0.23% of 320,000 active;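 further: potency means the concentration at half of the fitted maximal effect; % of control where 0% means no effect; nearly all actives have a fitted effect of over 45% in size; temperature-sensitive fusion mutants such as fzo1-1 at 37 °C on non-fermentable ethanol glycerol medium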
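Yeast fusion mutant, YPEG (non-fermentable carbon), compound, 48 h at 37C non-permissive; CellTiterGlo added, 10 min RT, luminescence read. Rescued growth = division inhibition.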
TRPV1 agonist: activates the human vanilloid receptor TRPV1 | Q8NER1 | TRPV1-expressing cells, Fluo-8 calcium influx, agonist mode | activation, % at 8.33 µM | 0.19% of 320,000 active | AID 540275; in the data active means activation above about 80%; inconclusive means between about 30% and that limit; further: 0% is about no effect
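TRPV1-expressing cells were cultured overnight at 35.5C and loaded with Fluo-8 calcium dye for 40 to 90 min at room temperature. After a 10 s baseline, compound was added and calcium influx was read kinetically for 3 min (ex 480/em 520 nm).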
AT treatment: potential ataxia-telangiectasia treatments restoring KAP-1 phosphorylation. […] A-T fibroblasts, KAP-1 phosphorylation AlphaLISA; neocarzinostatin DNA damage 30 min before lysis. Potency, µM (titrated, usually from 57.5 µM), for inactives: at the top dose activation, most hits filed as activators. 0.19% of 320,000 active. AID 485349; further: potency means the concentration at half of the fitted maximal effect; % of control where 0% means no effect; nearly all actives have a fitted effect of over 45% in size
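ATM-like activity read as KAP-1 phosphorylation via AlphaLISA donor/acceptor antibody pairs after lysis and 6 hr at 25C. Cells were ATM-null patient fibroblasts ([…], hTERT), dosed 60 min, then exposed to the DSB inducer NCS for 30 min.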
ELG1 repair inh: blocks ELG1-dependent DNA repair in HEK293T cells | HEK293T ELG1-luciferase reporter, luminescence, 16 h; DNA damage induced by 5-fluorouridine | 2.3% of 330,000 active | Potency, µM (highest dose often 46.1 µM), for the others: at the top dose activity change, negative = inhibition, actives largely listed as inhibitors; further: potency means the concentration at half of the fitted maximal effect; on the % scale 0 is the no-effect control and ±100 the full control effect; nearly all actives have a fitted effect of over 55% in size
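Luminescence from the luciferase reporter, measured 30 min after ONE-Glo reagent at room temperature, was the read-out. Beforehand, 2,000 cells per well were exposed for 16 hr at 37 °C to 5-fluorouridine together with compound or vehicle.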
KCNH2 WT inh: blocks the wildtype human KCNH2 potassium channel. Q12809. U2OS, BacMam KCNH2, thallium flux FluxOr; hits give low values. activity change, % at 1.84 µM. 0.37% of 340,000 active. AID 720551;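 active means maximum activity change below -70%; inconclusive means maximum activity change between -70% and -50%; inactive means maximum activity change above -50%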; further: on the % scale 0 is the no-effect control and ±100 the full control effect
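U2OS cells transduced with wild-type KCNH2 virus are loaded with FluxOr dye for 45 min, and thallium flux is measured in kinetic reads before and after stimulation buffer. Rate constants are normalized to DMSO controls.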
USP2a inh: blocks human ubiquitin-specific protease USP2a; AID 463254; O75604; USP2 core, Ub-CHOP2 coupled fluorogenic reporter, 485/531; 0.01% of 330,000 active; Potency, µM (series often up to 38.3 µM), for inactives: top-dose activity change, negative = inhibition, hits mostly inhibitors;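 further: potency means the concentration at half of the fitted maximal effect; plate controls were DMSO wells for no effect and full inhibition by NEM control for full effect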
Target sequence (O75604 whole entry, looked up): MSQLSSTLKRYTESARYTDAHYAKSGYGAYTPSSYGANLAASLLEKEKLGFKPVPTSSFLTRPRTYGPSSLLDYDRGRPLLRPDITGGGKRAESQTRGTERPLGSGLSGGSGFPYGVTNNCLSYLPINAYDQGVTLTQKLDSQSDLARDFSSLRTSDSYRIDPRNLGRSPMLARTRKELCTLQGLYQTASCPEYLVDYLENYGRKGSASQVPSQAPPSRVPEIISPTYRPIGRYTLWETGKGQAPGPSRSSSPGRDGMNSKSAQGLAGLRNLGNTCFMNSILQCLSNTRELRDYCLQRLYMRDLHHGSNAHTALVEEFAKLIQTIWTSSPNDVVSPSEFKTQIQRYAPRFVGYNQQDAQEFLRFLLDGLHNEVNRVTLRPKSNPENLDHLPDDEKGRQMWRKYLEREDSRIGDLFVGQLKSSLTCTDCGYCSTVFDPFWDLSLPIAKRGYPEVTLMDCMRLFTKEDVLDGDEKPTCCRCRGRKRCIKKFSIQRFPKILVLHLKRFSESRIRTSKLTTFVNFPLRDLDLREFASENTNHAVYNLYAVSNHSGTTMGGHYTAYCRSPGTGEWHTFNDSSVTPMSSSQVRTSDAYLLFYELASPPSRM
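Cell-free coupled assay: 10nM USP2 core preincubated 30min RT with compound in Tris-HCl pH 8.0/CaCl2/CHAPS buffer, then 25nM Ub-CHOP2 and 25nM reporter substrate; fluorescence (Ex 485/Em 531) read after 60min RT, normalized to NEM inhibition, concentration-response curves fitted.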
KCNH2 3.1 block: blocks the human KCNH2 3.1 channel isoform | U2OS KCNH2 3.1, thallium flux FluxOr; hits give low values | activity change, % (tested at about 1.8 µM) | 0.95% of 340,000 active;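 active means maximum activity change below -70%; inconclusive means maximum activity change from -70% to -50%; inactive means maximum activity change above -50%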;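 further: thallium influx rate constant from kinetic fluorescence after stimulation buffer; on the % scale 0 is the no-effect control and ±100 the full control effect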
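Normalized rate constant (relative to positive and negative DMSO controls) derived from a 2 min kinetic fluorescence read after stimulation; U2OS cells expressing the 3.1 isoform via virus at 1.77 x 10^8 /mL.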
Eya2 phos inh: blocks the phosphatase activity of human Eya2 | O00167 | 0.006% of 330,000 active | recombinant Eya2, OMFP fluorescence dephosphorylation (OMFP is methylfluorescein phosphate) | Potency, µM (titrated, usually from 76.9 µM), without a hit: at the top dose activity, negative = inhibition, hits mostly inhibitors | AID 488837; further: potency means the concentration at half of the fitted maximal effect; on the % scale 0 is the no-effect control and ±100 the full control effect
Target sequence (O00167 whole entry, looked up): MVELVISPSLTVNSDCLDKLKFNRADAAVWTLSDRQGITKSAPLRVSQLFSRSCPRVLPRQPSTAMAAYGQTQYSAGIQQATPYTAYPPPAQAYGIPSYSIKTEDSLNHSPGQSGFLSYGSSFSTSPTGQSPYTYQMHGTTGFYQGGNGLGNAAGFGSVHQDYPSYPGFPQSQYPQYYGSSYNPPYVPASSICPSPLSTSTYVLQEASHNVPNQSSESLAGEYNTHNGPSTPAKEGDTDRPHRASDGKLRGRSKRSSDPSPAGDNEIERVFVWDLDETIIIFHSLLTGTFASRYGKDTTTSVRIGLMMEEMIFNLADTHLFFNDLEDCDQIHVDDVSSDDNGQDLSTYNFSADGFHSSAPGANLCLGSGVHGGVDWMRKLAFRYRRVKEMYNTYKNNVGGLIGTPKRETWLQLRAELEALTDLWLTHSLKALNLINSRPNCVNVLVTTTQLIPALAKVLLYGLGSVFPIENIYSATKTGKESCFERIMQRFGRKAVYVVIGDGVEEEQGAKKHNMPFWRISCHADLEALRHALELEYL
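Eya2 (0.2 uM) preincubated 10 min at ambient with compound, then OMFP substrate added at 50 uM; 10 min reaction in 50 mM HEPES pH 7.5, 50 mM NaCl, 5 uM MgCl2, 0.05% BSA, 1 mM DTT. Fluorescence read at Ex 485/Em 525 nm.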
Active calls of the source: *; ? = inconclusive; · = no result given; [ ] = another dose, or the depositor's remark. Unless noted, the call rests on the fitted dose curve; in most records, active means well fitted curve in the direction sought with a large enough effect; inconclusive means small, poorly fitted or top-dose-only effect, or another doubt; inactive means no such curve, though single readings can be large; an effect the other way counts as inactive or inconclusive. The list is partial; count on the stated rates, not on these rows.

structure | TSHR antagonist | TCR activator | Mito fusion act | TRPV1 agonist | AT treatment | ELG1 repair inh | KCNH2 WT inh | USP2a inh | KCNH2 3.1 block | Eya2 phos inh
CCOC(=O)Cn1nnc(-c2ccc(SC)cc2)n1 | -18 | · | -3% | 20 | -4% | 17% | -6 | 4% | -12 | -13%
C[C@H](CO)N1C[C@H](C)[C@@H](CN(C)C)Oc2c(NC(=O)C3CC3)cccc2C1=O | 5 | -1% | · | · | -1% | ? | -7 | 1% | 7 | -11%
COc1ccc(/C=N/Nc2ccc([N+](=O)[O-])cc2)cc1O | -13 | 2% | -36%[inhibitor] | 8 | -5% | ? | -3 | 8% | -13 | 4%
Cc1ccc(S(=O)(=O)NC(=O)NC(C)(C)C)cc1 | -1 | 4% | 5% | 0 | 1% | 4% | -9 | 1% | 5 | 10%
COc1ccc(C(O)c2nc3ccccc3n2C(C)C)cc1 (stereo not drawn) | 2 | -2% | 2% | -1 | 28µM* | -27% | 5 | -1% | 18 | 2%
O=C(CCCN=C1NS(=O)(=O)c2ccccc21)OCC(=O)c1ccc(Br)cc1 | 7 | -3% | 1% | 3 | 8% | 11% | -25 | 1% | 8 | 6%
C=CCc1cccc(Cl)c1OCCON1C(=O)CCC1=O | 11 | 3% | 0% | 1 | 3% | 11% | 1 | 3% | 5 | -18%
Cc1ccc(OCc2ccc(C(=O)Nc3ccc(C(N)=O)cc3)o2)c([N+](=O)[O-])c1 | -9 | 2% | -5% | 4 | -1% | 3% | 4 | 5% | 8 | -2%
CN1CCN(c2ccc(NC(=O)c3ccc(-c4ccc(Br)cc4)o3)cc2)CC1 | -1 | 0% | -2% | 13 | 2% | ? | 33 | 0% | -71* | -13%
COc1ccc(-n2c(C)c(C)c3c(N)ncnc32)cc1 | 3 | 2% | -28% | 1 | 7% | 10µM* | -1 | 2% | 3 | 7%
COCC(C)n1c(SCC(=O)Nc2sccc2C(N)=O)nc2ccccc2c1=O (stereo not drawn) | -14 | -4% | 2% | -1 | -1% | ? | 4 | 0% | -11 | 1%
COc1ccc(-c2csc(NC(=O)Cc3ccccc3F)n2)cc1OC | -24 | 15% | 26% | ? | -1% | 16µM* | 1 | -7% | -13 | -9%
Cc1ccc(CC(=O)NCCCc2ccccc2)cc1 | 0 | 7% | 0% | 80* | · | 16% | 5 | -1% | 11 | 0%
Cc1ccc2cc(CN(Cc3ccco3)C(=O)c3ccccc3)c(=O)[nH]c2c1C | -7 | 0% | 4% | ? | -1% | -8% | -6 | -1% | 0 | 16%
COc1ccccc1/C=C\C=N\n1c(-c2ccc(Cl)cc2Cl)n[nH]c1=S | -13 | 3%[46.1 µM] | -6% | 0 | -7% | -2% | -1 | 0% | -10 | -15%

Profiles from above. Values in the order: TSHR antagonist	TCR activator	Mito fusion act	TRPV1 agonist	AT treatment	ELG1 repair inh	KCNH2 WT inh	USP2a inh	KCNH2 3.1 block	Eya2 phos inh
COc1ccc(/C=N/Nc2ccc([N+](=O)[O-])cc2)cc1O is listed as -13	2%	-36%[inhibitor]	8	-5%	?	-3	8%	-13	4%
COc1ccc(-c2csc(NC(=O)Cc3ccccc3F)n2)cc1OC is listed as -24	15%	26%	?	-1%	16µM*	1	-7%	-13	-9%

New compounds follow:
structure | TSHR antagonist | TCR activator | Mito fusion act | TRPV1 agonist | AT treatment | ELG1 repair inh | KCNH2 WT inh | USP2a inh | KCNH2 3.1 block | Eya2 phos inh
O=C(Nc1cccc2[nH]ncc12)c1ccc(F)cc1 | -22 | 5% | -3% | -4 | 2% | ? | -5 | 0% | 0 | 4%
Cc1ccc(NS(=O)(=O)c2cc(C(=O)N(C)C3CCN(C)CC3)ccc2Cl)cc1Cl | 5 | · | · | · | -3% | 0% | 6 | -1% | 8 | -24%
CCc1ccc(NS(=O)(=O)c2cccs2)cc1 | 8 | -6% | 5% | 2 | 7% | 12% | -1 | 1% | 5 | -26%
CCC(C)Sc1cccc(-c2nc3ccccn3c2NCc2ccccc2)c1 (stereo not drawn) | -19 | -5% | · | · | 17% | ? | -4 | -10% | -32 | -22%
CCCC(=O)Nc1c2c(nn1-c1cccc(Cl)c1)CS(=O)(=O)C2 | 16 | 2% | 6% | 4 | 2% | 11% | -12 | 2% | 20 | -14%
Cc1ccsc1/C=N/n1c(-c2cccnc2)n[nH]c1=S | -4 | 5% | 3% | 0 | -7% | -1% | 30 | 3% | 11 | -23%
CCCCNc1nc2ccccc2n1CC(=O)Nc1ccc2c(c1)OCCO2 | -5 | -3% | -1% | 3 | -4% | -23% | 9 | 10% | -50 | 4%
O=C(O)CCc1ccc(-c2cccs2)n1CC(=O)Nc1ccccc1C(F)(F)F | -4 | -4% | ? | 0 | 1% | -10% | -17 | 4% | -10 | -4%
CN1CCN(NC(=S)Nc2ccc(OC(F)F)cc2)CC1 | 32 | 4% | -2% | -2 | 7% | ? | 11 | 0% | -7 | 15%
O=C(O)c1ccc(N=Cc2c(O)ccc3oc4c(c23)CCCC4)cc1 | 1 | -8% | -3% | 1 | 25% | ? | -3 | 2% | 1 | 13%
Cc1c(NC(=O)CSc2nccn2C)c(=O)n(-c2ccccc2)n1C | 6 | -40% | 1% | -2 | 2% | 0% | -35 | 4% | -14 | 18%
C/C(=N\NC(=O)c1cc(C)[nH]n1)C(C)(C)C | 4 | -1%[46.1 µM] | -20% | 3 | 6% | ? | -21 | 2% | · | 4%
CC1CCCC/C1=N\NC(=S)Nc1cccnc1 (stereo not drawn) | 3 | 10% | 7% | -1 | 0% | -1% | -2 | 2% | -20 | 22%
COc1ccc(-c2nnc(NC(=O)c3ccc(F)cc3)o2)cc1 | -7 | -4% | ? | -2 | 15% | ? | -7 | 1% | -6 | 15%
CCOC(=O)C(Cc1ccccc1)NC(=O)CCC(=O)c1ccc(OC)cc1 (stereo not drawn) | -9 | 5% | -2% | 13 | -10% | 4% | 3 | 4% | -15 | -7%
CC(=O)Nc1ccc(S(=O)(=O)Nc2nnc(CC(C)(C)C)s2)cc1 | -39 | -7% | -2% | 1 | -2% | -1% | 7 | -1% | 9 | 3%
CN(C)NC(=O)c1csnc1-c1c(Cl)cccc1Cl | 12 | -7% | 3% | -4 | -7% | ? | 10 | 1% | 0 | 2%
Cn1nnnc1SCCNCc1ccccc1OCc1ccc(F)cc1 | 1 | -5% | 7% | 1 | -2% | -12% | -5 | 7% | -7 | 1%
O=C(NN1C(=O)c2ccccc2C1=O)c1ccc2c(c1)C(=O)N(CC1CCCO1)C2=O (stereo not drawn) | 1 | 6% | -3% | 4 | -7% | ? | -3 | 2% | -9 | 3%
CCCOC(=O)C1C2C=CC(C3CC23)C1C(=O)OCC(=O)c1ccccc1 (stereo not drawn) | -13 | 4% | 11% | 19 | -11% | 0% | 3 | 0% | -22 | 5%
N#C/C(=C\c1ccc(N2CCCCC2)o1)C(=O)Nc1cccc(Br)c1 | -27 | 5%[46.1 µM] | 5% | ? | 10% | ? | ? | 16% | -3 | 45%
COc1ccc(CC(NC(C)=O)C(=O)N2CCN(C(=O)N(C(C)C)C(C)C)CC2)cc1 (stereo not drawn) | 8 | -5% | 2% | 0 | 0% | 8% | -1 | -2% | 11 | 2%
Cn1c(=O)n(C)c2cc(/C=N/NC(=O)c3ccc(Cl)cc3)ccc21 | 2 | -5% | -13% | -4 | 5% | ? | -7 | -1% | 11 | -4%
COc1ccccc1C(=O)N1N=C(c2ccc(NS(C)(=O)=O)cc2)CC1c1cccs1 (stereo not drawn) | -13 | 17% | 11% | -3 | 5% | -1% | · | 4% | 2 | 9%
CC(=O)Nc1ccccc1OCC(=O)NC(C)c1ccc(F)cc1 (stereo not drawn) | -3 | -4%[46.1 µM] | -7% | 3 | 7% | -3% | 7 | 0% | -2 | 10%
CN1C(=O)C(CC(=O)Nc2ccccc2)S/C1=N/c1nccs1 (stereo not drawn) | 14 | -1% | 9% | -9 | 9% | -15% | -2 | 6% | -15 | -15%
COc1ccc(S(=O)(=O)NNC(=O)c2ccccc2-n2cccc2)cc1 | 0 | -9% | -6% | -1 | 0% | 12% | 1 | -1% | -20 | 11%
C=CCn1c(SCC(=O)c2ccc(O)c(O)c2)nnc1-c1cccc(OC)c1 | -3 | -5% | 0% | 23 | -18% | -10% | 0 | -5% | 11 | 1%
O=C(NCc1ccccc1)c1cccc(S(=O)(=O)N2CCCCC2)c1 | -7 | 4% | 16% | 9 | 4% | 0% | -4 | 0% | 14 | -1%

Only TRPV1 agonist, USP2a inh and KCNH2 3.1 block, for 4 of the compounds above:
SMILES | TRPV1 agonist | USP2a inh | KCNH2 3.1 block
COc1ccc(-n2c(C)c(C)c3c(N)ncnc32)cc1 | 1 | 2% | 3
COCC(C)n1c(SCC(=O)Nc2sccc2C(N)=O)nc2ccccc2c1=O (stereo not drawn) | -1 | 0% | -11
COc1ccc(-c2csc(NC(=O)Cc3ccccc3F)n2)cc1OC | ? | -7% | -13
Cc1ccc(CC(=O)NCCCc2ccccc2)cc1 | 80* | -1% | 11
